RGS12 GoLoco inh – inhibitors of human Gai1-RGS12 GoLoco interaction (red fluorophore). AID 880. hit rate 0.44% among 230,000. P63096. Gai1:RGS12 GoLoco peptide FP, rhodamine, 10 min. Potency, µM (doses to about 61.6 µM), for inactives: at the top dose activity, negative = inhibition, actives largely listed as inhibitors; active = well fitted inhibition curve with a large enough effect, not every such curve was filed as active; inactive = no such curve, though single readings can be large or run the other way; note: nearly all actives have a fitted effect of over 30% in size; many of its hits are not listed in these tables
Target sequence (P63096 whole entry, looked up): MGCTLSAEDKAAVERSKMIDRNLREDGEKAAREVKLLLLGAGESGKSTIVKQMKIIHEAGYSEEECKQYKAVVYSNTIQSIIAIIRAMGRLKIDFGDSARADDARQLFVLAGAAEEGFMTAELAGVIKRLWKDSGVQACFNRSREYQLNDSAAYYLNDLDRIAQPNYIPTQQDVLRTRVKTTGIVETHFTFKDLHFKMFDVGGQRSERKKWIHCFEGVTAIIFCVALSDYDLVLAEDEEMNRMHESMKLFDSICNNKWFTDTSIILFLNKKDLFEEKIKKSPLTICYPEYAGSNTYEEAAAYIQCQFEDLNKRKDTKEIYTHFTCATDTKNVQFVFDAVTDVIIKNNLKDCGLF
RECQ1 inh – blocks DNA unwinding by human RECQ1; P46063; RECQ1 DNA unwinding, red fluorescence kinetic read; Potency, µM (series often up to 57.3 µM), for inactives: at the highest dose activity, negative = inhibition, most hits filed as inhibitors; hit rate 0.54% among 240,000;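 note: plate controls were vehicle for no effect and no enzyme for full effect; nearly all actives have a fitted effect of over 30% in size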
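50 nM RECQ1T1 preincubated 15 min with compound in Tris pH 8.0 buffer with MgCl2, DTT, Tween-20 and 2.5 ug/ml poly(dI-dC); started with 200 nM TAMRA/BHQ-2 forked duplex and 2 mM ATP. Unwinding read as fluorescence (525/598 nm), two reads 2 h apart.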
TRb-SRC2 inh – TRbeta-SRC2 interaction inhibition; P10828; TRbeta-SRC2 peptide binding, fluorescence polarization; receptor liganded with 1 µM T3; Potency, µM (series often up to 106 µM), inactives show top-dose activity change, negative = inhibition, actives largely listed as inhibitors; hit rate 0.065% among 280,000; AID 1469;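 note: plate controls were bound peptide for no effect and peptide without receptor for full effect; nearly all actives have a fitted effect of over 50% in size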
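Each compound concentration gave % activity, normalized to unbound and bound Texas Red SRC2 controls, from polarization read after 5 hr ambient incubation with T3-loaded human TRb LBD.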
KDM4E inh – JMJD2E (human) inhibition; Potency, µM (top dose mostly 57.1 µM), without a hit: at the highest dose activity change, negative = inhibition, usual class: inhibitors; hit rate 1.6% among 230,000; B2RXH2; JMJD2E catalytic domain, FDH-coupled NADH fluorescence (FDH is formaldehyde dehydrogenase); active = well fitted inhibition curve with a large enough effect, not every such curve was filed as active; inconclusive = small, poorly fitted or top-dose-only effect, or another doubt; inactive = no such curve, though single readings can be large or run the other way;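 note: 0% = wells with enzyme and -100% = buffer wells without enzyme; nearly all actives have a fitted effect of over 50% in size; many of its hits are not listed in these tables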
Target sequence (B2RXH2 1-337 limits assumed): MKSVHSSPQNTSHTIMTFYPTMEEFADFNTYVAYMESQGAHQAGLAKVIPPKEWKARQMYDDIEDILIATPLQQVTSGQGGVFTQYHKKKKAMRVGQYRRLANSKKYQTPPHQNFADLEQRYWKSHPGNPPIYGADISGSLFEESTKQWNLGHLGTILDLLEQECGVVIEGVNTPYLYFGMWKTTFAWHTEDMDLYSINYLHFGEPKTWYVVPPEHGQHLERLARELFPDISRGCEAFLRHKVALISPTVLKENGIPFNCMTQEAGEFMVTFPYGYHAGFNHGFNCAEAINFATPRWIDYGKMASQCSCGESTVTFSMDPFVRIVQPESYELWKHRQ
L3MBTL1 block – blocks human L3MBTL1. Q9Y468. AlphaScreen L3MBTL1–H3K9me1 peptide binding. Potency, µM (doses to about 57.1 µM), without a hit: at the top dose activity, negative = inhibition, actives largely listed as inhibitors. hit rate 0.66% among 230,000. AID 485360; note: nearly all actives have a fitted effect of over 60% in size
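L3MBTL1 (50 nM) pre-complexed 30 min with biotinylated H3(1-15)K9me1 peptide (75 nM), then compounds added for 30 min at room temperature; AlphaScreen streptavidin donor/nickel chelate acceptor beads (10 ug/mL final) read after 30 min dark incubation.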
Tau fibril FP – inhibitors of human tau fibril formation | P10636 | K18 P301L tau heparin fibrillization, Alexa594 FP, 6 h | Potency, µM (doses to about 57.7 µM), for inactives: top-dose activity, negative = inhibition, usual class: inhibitors | hit rate 0.39% among 280,000 | AID 1468; note: nearly all actives have a fitted effect of over 55% in size
Target sequence (P10636 561-689 P618L limits assumed): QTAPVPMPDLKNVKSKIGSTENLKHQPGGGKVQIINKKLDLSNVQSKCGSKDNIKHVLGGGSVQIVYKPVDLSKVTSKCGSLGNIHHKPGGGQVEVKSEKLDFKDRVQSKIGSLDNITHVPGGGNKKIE
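Recombinant K18 P301L […], labeled with Alexa 594 at 0.24 uM over 15 uM unlabeled; heparin inducer 20 uM final; 37 C, 6 hr; FP endpoint.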
Tau ThT inhib – inhibitors of human tau fibril formation, thioflavin T binding; P10636; recombinant tau K18 P301L (four-repeat tau fragment), heparin-induced fibrillization, ThT fluorescence; Potency, µM (doses to about 57.4 µM), inactives show at the top dose activity, negative = inhibition, usual class: inhibitors; hit rate 2.1% among 270,000; AID 1460; note: nearly all actives have a fitted effect of over 55% in size
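Tau K18 P301L fragment (15 uM unlabeled plus 0.24 uM Alexa 594-labeled) in 100 mM sodium acetate pH 7 with compound, fibrillization induced by 20 uM heparin for 6 hr at 37 C. Thioflavin T (30 uM) added, fluorescence read after 1 hr (ex 450, em 510 nm).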
TR SRC2 fluor cs – Texas Red fluorescence interference in TRb-SRC2 counter-screen; TRb/SRC2 Texas Red total fluorescence interference; AID 1479; Potency, µM (titrated, usually from 106 µM), for inactives: at the top dose fluorescence change, negative = quenching; hit rate 0.29% among 280,000; active = well fitted curve in either direction with a large enough effect; inconclusive = small, poorly fitted or top-dose-only effect
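Human TRβ ligand-binding domain (0.6 uM) and Texas Red SRC2 peptide (20 nM) in Tris buffer with 1 uM T3 and 5% DMSO were incubated with pinned compound for 5 hr at ambient temperature. Total fluorescence was computed as S + 2P (555/632 nm).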
Active calls of the source: *; i = inactive; ? = inconclusive; . = not tested or not shown; [ ] = remark or other dose. Unless noted, calls come from the whole dose curve; as a rule, active = well fitted curve in the direction sought with a large enough effect; inconclusive = small, poorly fitted or top-dose-only effect, or another doubt; inactive = no such curve, though single readings can be large; an effect the other way counts as inactive or inconclusive. Unless noted, % is set by controls: 0 for no effect and ±100 for the full control effect; potency is the fitted concentration of half-maximal effect. The list is partial; rates above refer to the full screens.

SMILES	RGS12 GoLoco inh	RECQ1 inh	TRb-SRC2 inh	KDM4E inh	L3MBTL1 block	Tau fibril FP	Tau ThT inhib	TR SRC2 fluor cs
Cc1ccc(-c2nc(CS(=O)CC(=O)O)c(C)o2)cc1 (stereo unspecified)	.	.	6%	.	.	10%	1%	-2%
O=S(=O)(c1ccc(F)cc1)N1CCN(C(=S)NCc2ccco2)CC1	10%	-8%	-5%	-9%	2%	-1%	-3%	2%
CCC(Sc1nnc2c3ccccc3n(CC)c2n1)C(=O)Nc1nnc(C(C)C)s1 (stereo unspecified)	.	.	-2%	.	.	-5%	0%	2%
COc1ccc(/C=C/C(=O)c2cc(Br)ccc(=O)c2O)cc1	46%[activator]	-22%	-4%	?	-11%	?	4.5µM*	-11%
COc1ccc(C(=O)Nc2ccc3oc(-c4ccc5ccccc5c4)nc3c2)cc1Br	.	.	-2%	.	.	-17%	?	-8%
CN1/C(=C\C(=O)COC(=O)C2COc3ccccc3O2)C(C)(C)c2ccccc21 (stereo unspecified)	28%	-17%	4%	?	-2%	-1%	?	3%
O=C(c1ccccc1CCc1ccccc1)N1CCOCC1	-3%	i	-6%	0%	9%	-1%	-3%	2%
N#C/C(=C\c1c(N2CCCCC2)nc2ccccn2c1=O)S(=O)(=O)c1ccccc1	5%	?	4%	-3%	-10%	-12%	-15%	0%
Cc1ccc(C(=O)CNc2ccc(Br)cc2)cc1	-1%	-1%	1%	9%	7%	-4%	?	0%
Cc1cccc(NC(=O)CCNS(=O)(=O)c2cccc3nsnc23)c1	2%	i	-2%	0%	.	3%	2%	2%
Cc1ccoc1C(=O)N1CCCC(CCC(=O)N2CCN(c3ccccn3)CC2)C1 (stereo unspecified)	-5%	-17%	-4%[53 µM]	-3%	13%	8%	-8%	-1%[53 µM]
CN(C(=O)c1cc2c(s1)-c1ccc(Cl)cc1SC2)c1cccc(C(F)(F)F)c1	.	.	-1%	.	.	-4%	-12%	-2%
COc1cc(OC)c(C(=O)NCCCN2CCOCC2)cc1OC	1%	-10%	1%	9%	.	-6%	-1%	-7%
O=C(Cn1nnc(-c2cccs2)n1)NNC(=O)c1ccccc1Cl	7%	4%	-1%	-1%	-7%	6%	6%	-3%
O=C(NC(=S)NCc1cccnc1)c1ccc([N+](=O)[O-])cc1	7%	i	7%	2%	-3%	-4%	-8%	-3%
O=S(=O)(c1cccc(F)c1)N1CCN(Cc2ccc3c(c2)OCO3)CC1	11%	-8%	1%	1%	.	-3%	-4%	0%
CSc1ccc(/C=C/C(=O)OCC(=O)NC(C)C)cc1	2%	-12%	-10%	?	.	4%	?	1%
Cc1ccc(C)n1-c1nnc(N2CCCC(C(=O)NCc3ccc(Cl)cc3)C2)s1 (stereo unspecified)	.	.	3%	.	.	?	-20%	-2%
CC(C)NCCOCCOc1ccc(Cl)cc1Br	-4%	-3%	4%	?	10%	-5%	4%	1%
Cc1cc(C)c(NC(=O)CCCOC(=O)C2=COCCO2)c(C)c1	10%	-3%	10%	14%	?	-7%	-10%	0%

Full records, looked up by structure. Order of values: RGS12 GoLoco inh | RECQ1 inh | TRb-SRC2 inh | KDM4E inh | L3MBTL1 block | Tau fibril FP | Tau ThT inhib | TR SRC2 fluor cs
`Cc1cccc(NC(=O)CCNS(=O)(=O)c2cccc3nsnc23)c1` as listed: 2% | i | -2% | 0% | . | 3% | 2% | 2%
`COc1ccc(C(=O)Nc2ccc3oc(-c4ccc5ccccc5c4)nc3c2)cc1Br` as listed: . | . | -2% | . | . | -17% | ? | -8%
`Cc1ccc(-c2nc(CS(=O)CC(=O)O)c(C)o2)cc1` (stereo unspecified) as listed: . | . | 6% | . | . | 10% | 1% | -2%
`O=C(c1ccccc1CCc1ccccc1)N1CCOCC1` as listed: -3% | i | -6% | 0% | 9% | -1% | -3% | 2%
`CN1/C(=C\C(=O)COC(=O)C2COc3ccccc3O2)C(C)(C)c2ccccc21` (stereo unspecified) as listed: 28% | -17% | 4% | ? | -2% | -1% | ? | 3%

Remaining list, next part:
SMILES	RGS12 GoLoco inh	RECQ1 inh	TRb-SRC2 inh	KDM4E inh	L3MBTL1 block	Tau fibril FP	Tau ThT inhib	TR SRC2 fluor cs
Fc1ccc(-n2ncc3c(N4CCN(Cc5ccccc5)CC4)ncnc32)cc1	.	.	2%	.	.	-3%	-7%	-6%
CN(c1ccc(OCC(=O)N2CCC(C(N)=O)CC2)cc1)S(=O)(=O)c1cccs1	5%	i	2%	5%	.	0%	-8%	2%
N/C(COc1ccccc1)=N\NS(=O)(=O)c1ccccc1	-3%	-9%	-7%	-9%	9%	-9%	-22%	1%
Cc1ccccc1-n1c(=S)[nH]c2nc3c(cc2c1=O)COC(C)(C)C3	1%	-19%	7%	?	12%	-2%	2%	-2%
Cc1ccccc1NNC(N)=S	0%	i	-1%	-2%	24%	-18%	?	-2%
CCOC(=O)c1c(C)n(C)c2ccc(OCC(N)=O)cc12	3%	-5%	-3%	-6%	-7%	-2%	-10%	3%
CC(C)=CC(=O)Nc1ccccc1C(N)=O	0%	-3%	-4%	3%	41%[activator]	-17%	8%	-7%
CC(=O)Nc1ccc(/C=N/N2C(C)CCCC2C)cc1 (stereo unspecified)	-34%	-10%	12%	?	-13%	-5%	-2%	-3%
COc1ccc(CCNC(=O)c2nc(SCc3ccccc3F)ncc2Cl)cc1OC	.	.	2%	.	.	-6%	-2%	0%
CCOc1cc(N2CCOCC2)c(OCC)cc1NS(=O)(=O)c1ccc(Cl)s1	-3%	-25%	-28%	-20%	?	-11%	?	13%
Cc1c(/C(O)=C2\C(=O)C(=O)N(CCN(C)C)C2c2ccccc2)cnn1-c1ccccc1 (stereo unspecified)	-2%	-2%	-6%	-6%	.	-3%	-8%	1%
C=CCNC(=S)NNC(=O)c1ccco1	12%	i	3%	-3%	-2%	-4%	-5%	-5%
O=C1Nc2c(c(=O)[nH]c(=O)n2-c2ccc(F)cc2)C1(NS(=O)(=O)c1ccc(Cl)cc1)C(F)(F)F (stereo unspecified)	.	.	-1%	.	.	?	-3%	-22%
CCOc1cc(C2C(C#N)=C(N)Oc3n[nH]c(CC)c32)ccc1OCCN1CCOCC1 (stereo unspecified)	13%	-6%	-6%	-7%	4%	11%	-10%	2%
CCCCC(CC)Cn1c(O)c(/C=C2\C=NN=C2c2ccccc2)sc1=S (stereo unspecified)	5%	-7%	6%	2%	-10%	18µM*	1%	0%
Cc1ccc(S(=O)(=O)c2nc(S(C)(=O)=O)sc2NCc2ccc3c(c2)OCO3)cc1	-1%	-3%	-1%	-5%	-6%	-1%	-3%	-13%
CCn1c(SCC(=O)Nc2nccs2)nnc1-c1ccccc1	-12%	0%	-8%	-7%	-2%	8%	-14%	-3%
CC(C)OC(=O)c1ccc(NC(=O)C2C3CC4OC(=O)C2C4C3)cc1 (stereo unspecified)	7%	-7%	-7%	6%	-20%	4%	-1%	-4%
CCOC(=O)CC(=O)CSc1nc2ccc(OC)cc2cc1C	10%	i	1%	-3%	10%	1%	-17%	-1%
CCOC(=O)C1CCCN(c2c(N3CCN(c4cccc(Cl)c4)CC3)c(=O)c2=O)C1 (stereo unspecified)	4%	i	5%	1%	12%	-5%	0%	2%
Cc1ccc2nc(NS(=O)(=O)c3ccc(Cl)cc3)c(Nc3ccc(C(=O)O)cc3)nc2c1	.	.	0%	.	.	9%	?	4%
CCc1ccc(CNc2ccc3c(c2)ncn3C)cc1	-13%	-4%	-9%	?	-8%	-9%	-25%	-4%
O=c1n(-c2ccc(Br)cc2)cnn1-c1ncccc1[N+](=O)[O-]	7%	i	8%	10%	-6%	-1%	-8%	-2%
COc1cccc(CNCCCSc2nnnn2C)c1OC	.	.	5%	.	.	1%	-9%	7%
CCOC(=O)c1cnc2c(Cl)c(Cl)ccc2c1N1CCN(C)CC1	11%	i	-16%	4%	-5%	-4%	-8%	-1%
CCCn1c2ccccc2c2cnn(CC(=O)NCCc3ccc(C)cc3)c(=O)c21	.	.	8%	.	.	1%	8%	5%
CCOC(=O)c1[nH]c(C)c(/C(O)=C2\C(=O)C(=O)N(CCN3CCOCC3)C2c2ccco2)c1C (stereo unspecified)	-3%	28%	-2%	-14%	3%	1%	-2%	0%
Cc1cccc(N(CC(=O)O)CC(=O)O)c1	-8%	13%	-4%	?	7%	6%	-8%	-5%
Cc1ccc(NC(=O)N2CCC(O)(c3ccc(Cl)cc3)CC2)cc1	-6%	-4%	6%	3%	3%	-5%	-9%	-1%
C/C(=N\NC(=O)CN(c1ccc(Oc2ccccc2)cc1)S(C)(=O)=O)C(C)(C)C	5%	i	4%	20%	.	-1%	-9%	-2%

Some entries already given, showing only KDM4E inh.
compound	KDM4E inh
Cc1cccc(N(CC(=O)O)CC(=O)O)c1	?
Cc1ccc(NC(=O)N2CCC(O)(c3ccc(Cl)cc3)CC2)cc1	3%
C/C(=N\NC(=O)CN(c1ccc(Oc2ccccc2)cc1)S(C)(=O)=O)C(C)(C)C	20%

(listing goes on)
SMILES	RGS12 GoLoco inh	RECQ1 inh	TRb-SRC2 inh	KDM4E inh	L3MBTL1 block	Tau fibril FP	Tau ThT inhib	TR SRC2 fluor cs
CCOC(=O)CSc1nc(CC)nc2ccccc12	6%	-16%	4%	6%	11%	-8%	-17%	1%
Cc1cccc(C(=O)Oc2c(Sc3ccccc3)c(C)nn2C(C)(C)C)c1	.	.	3%	.	.	-6%	-12%	-2%
Cc1ccc(-n2cc(CNCCCN3CCCC3=O)c(-c3ccc(F)cc3)n2)cc1	12%	i	5%	-22%	7%	-11%	-8%	-2%
Cc1ccc(-c2cc(O)cc3sc(=O)oc23)cc1C	1%	-16%	16%	1%	0%	22µM*	?	-1%
O=C(NCc1cccc(Cl)c1)NCc1noc2ccccc12	.	.	1%	.	.	-8%	-7%	-1%
Cc1ccc(O)c(CC(C)C)n1	-5%	2%	5%	?	4%	6%	-1%	2%
O=C1CCCN1S(=O)(=O)c1ccccc1	8%	-3%	-4%	7%	0%[11.4 µM]	-7%	-6%	-1%
